OX1R antag: blocks the human orexin 1 receptor. O43613. inhibition, % at 6.6 µM. OX1R-expressing cells, FRET antagonist read-out. AID 485270. 1.8% of 330,000 active; in the data active means inhibition mostly above about 38%, no sharp cut-off; inactive means mostly below about 40%;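 further: 0% = agonist challenge alone and 100% = reference antagonist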
STK33 kinase inh: human STK33 kinase inhibition; inhibition, % at 10 µM; 0.073% of 320,000 active; purified STK33, MBP phosphorylation, ADP-Glo luminescence; Q9BYT3; AID 2661;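 active means inhibition at or above 25%, using the most active replicate where run in duplicate; inactive means inhibition below 25%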
KCNQ2 inh: KCNQ2 channel blockers in CHO-K1 cells – cell-based, FluxOR thallium flux, B-score, primary screen (AID 2156) | 20 min; hits give low values | B-score at 10 µM | 1.1% of 310,000 active;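 active means fluorescence ratio B-score at most minus 3 library SDs, with starting brightness B-score within 2 library SDs, cut at about -5.5 in these data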
Target sequence (O88943 whole entry, looked up): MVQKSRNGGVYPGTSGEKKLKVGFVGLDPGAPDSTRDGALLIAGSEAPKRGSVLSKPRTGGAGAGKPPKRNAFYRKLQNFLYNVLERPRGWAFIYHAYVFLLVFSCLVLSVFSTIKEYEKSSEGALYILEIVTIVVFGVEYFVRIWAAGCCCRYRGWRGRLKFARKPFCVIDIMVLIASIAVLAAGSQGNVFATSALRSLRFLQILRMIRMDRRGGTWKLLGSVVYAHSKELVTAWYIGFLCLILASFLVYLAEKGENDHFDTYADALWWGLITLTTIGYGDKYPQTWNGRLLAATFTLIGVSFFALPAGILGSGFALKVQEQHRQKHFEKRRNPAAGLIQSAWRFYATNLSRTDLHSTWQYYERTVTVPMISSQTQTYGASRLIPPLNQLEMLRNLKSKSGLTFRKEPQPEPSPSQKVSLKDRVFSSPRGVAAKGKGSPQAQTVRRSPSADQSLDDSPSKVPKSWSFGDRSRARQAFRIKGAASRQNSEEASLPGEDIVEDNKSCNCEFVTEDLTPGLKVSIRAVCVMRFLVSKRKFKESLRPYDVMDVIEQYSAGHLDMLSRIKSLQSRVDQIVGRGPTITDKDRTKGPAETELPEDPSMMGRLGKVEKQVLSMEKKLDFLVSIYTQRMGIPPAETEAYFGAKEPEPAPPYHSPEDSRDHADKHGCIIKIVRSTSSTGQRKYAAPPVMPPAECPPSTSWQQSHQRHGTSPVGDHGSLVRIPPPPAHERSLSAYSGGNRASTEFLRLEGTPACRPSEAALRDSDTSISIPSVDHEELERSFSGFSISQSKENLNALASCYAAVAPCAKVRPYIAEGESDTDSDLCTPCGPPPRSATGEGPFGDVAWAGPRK
Active calls of the source: *; i = inactive; · = no result given. The order is random. About 2.7% of those tested had a hit in this group.

Each structure is followed by: OX1R antag, KCNQ2 inh, STK33 kinase inh
- Cc1ccc(C(=O)C(C)OC(=O)Cc2n[nH]c(=O)c3ccccc23)cc1C (stereo not given)
    9.7, i, -0.6
- CCC(=O)Nc1ccc(S(=O)(=O)N2CCCCC2)cc1OC
    2.1, i, -0.5
- Cc1cccc(C)c1NC(=O)CN(C)C(=O)CN1C(=O)NC2(CCCC2)C1=O
    -1.1, i, -1.7
- Nc1ccccc1C(=O)N/N=C1/C2CN3CCN(C2)CC1(Cc1ccccc1)C3
    36.9, i, -0.6
- COc1ccc(-c2c3c(=O)n(C)c(=O)n(C)c3cn2Cc2cccnc2)cc1
    12.9, i, -0.9
- CC1(c2ccc3c(c2)OCCO3)NC(=O)N(CC(=O)Nc2c(F)cccc2F)C1=O (stereo not given)
    4.0, ·, -0.7
- Cc1ccc(N2C(N)=C(C#N)C3(C(=O)N(C)c4ccccc43)C3=C2CC(C)(C)CC3=O)cc1Cl (stereo not given)
    -6.4, i, -0.4
- O=C(CSc1nc(-c2ccc(F)cc2)cs1)N1CCc2ccccc21
    16.3, i, -1.1
- COc1ccc(C(=O)N2CC(c3ccccc3)CC2=O)cc1 (stereo not given)
    -1.8, i, -0.9
- Cn1c(=O)c(=O)n(C)c2cc(S(=O)(=O)N3CCCC3C(=O)Nc3ccc(F)cc3)ccc21 (stereo not given)
    4.9, i, -1.3
- CCNc1nc(Oc2ccc(=O)[nH]n2)nc(N2CCOCC2)n1
    4.3, i, -0.5
- Oc1c(Br)cc(/C=N/Nc2nncc3ccccc23)cc1Br
    -4.2, i, 1.2
- COc1ccc(N2CCN(C(C)C(=O)N3CCCC3)CC2)cc1 (stereo not given)
    11.9, i, 0.6
- OCCN(Cc1ccccc1)Cc1cccc(Cl)c1Cl
    10.6, i, -1.2
- CCOC(=O)c1sc(NC(=O)c2ccc(CC)s2)nc1C
    11.7, i, -1.0
- COc1cc(NC(=O)n2ncc3cc(Cl)ccc32)cc(OC)c1
    -2.9, i, -4.6
- CNC(=S)N1CCC(NC(=O)C(Cc2ccc(F)cc2)NC(C)=O)CC1 (stereo not given)
    10.5, i, -1.5
- C=CCN=C1N[C@@H](c2ccccc2)C(C(=O)OC)=C(C)N1CCOC
    15.9, i, -0.8
- O=C(Cn1cc2c(n1)CCCCC2)NCc1ccccc1
    21.2, i, 1.5
- Cc1ccnc(NC2(C(F)(F)F)N=C3SCCN3C2=O)c1 (stereo not given)
    15.0, i, -1.2

By substructure: the entries above containing a Cl atom.
Each structure is followed by: OX1R antag, KCNQ2 inh, STK33 kinase inh
- Cc1ccc(N2C(N)=C(C#N)C3(C(=O)N(C)c4ccccc43)C3=C2CC(C)(C)CC3=O)cc1Cl (stereo not given)
    -6.4, i, -0.4
- OCCN(Cc1ccccc1)Cc1cccc(Cl)c1Cl
    10.6, i, -1.2
- COc1cc(NC(=O)n2ncc3cc(Cl)ccc32)cc(OC)c1
    -2.9, i, -4.6

(listing goes on)
Each structure is followed by: OX1R antag, KCNQ2 inh, STK33 kinase inh
- COC(=O)C1CCN(CC(=O)Nc2ccc(OC)c(Cl)c2)CC1
    15.1, i, -1.6
- CNC(=O)c1[nH]cnc1C(=O)Nc1ccccc1OC
    39.4, i, -1.0
- Cc1nc2ccccc2n(CC(=O)Nc2cc(Cl)cc(Cl)c2)c1=O
    30.5, i, -0.2
- Cc1ccccc1C(=O)N1CCN(CCNC(=O)C(=O)Nc2ccc(Br)cc2)CC1
    21.1, i, 0.7
- CC1(C)c2cc(Cl)ccc2-n2c1cc(O)c(-c1ccccc1)c2=O
    25.3, i, -0.6
- CC(=O)/C(N=Nc1c(C)n(C)n(-c2ccccc2)c1=O)=C(\C)O
    34.7, i, -0.2
- COc1ccc([C@H]2C=C(C(=O)O)O[C@@H](OCc3ccc(CO)cc3)C2)cc1
    11.1, i, -0.2
- O=C(COc1ccc(/C=N/NS(=O)(=O)c2ccccc2)cc1)Nc1cccc(Cl)c1
    15.2, i, 0.4
- CN(C(=O)c1ccco1)c1nc(-c2ccc(Cl)cc2)cs1
    19.0, i, -2.0
- CCCN(CCC)C(=O)c1c(NC(=O)CC)sc2c1CCCCC2
    25.6, i, 0.5
- CC(=O)N1CCN(C(=O)c2ccc(S(=O)(=O)Nc3ccccc3Cl)cc2)CC1
    9.2, i, -1.5
- O=C(N/N=C\c1cn[nH]c1-c1ccc(Cl)cc1)c1cccs1
    6.5, i, 1.2
- COc1ccc(CCNC(=O)Nc2cccs2)c(OC)c1
    4.5, i, 0.0
- Cc1ccc(SCC(=O)NNC(=O)c2ccccc2)cc1C
    20.3, i, -1.5
- CC(=O)N1CCCc2cc(S(=O)(=O)CCC(=O)Nc3cccc(C)c3C)ccc21
    0.9, i, 0.7
- COc1ccc(S(=O)(=O)N2CCN(S(=O)(=O)c3ccc(C(F)(F)F)cc3)CC2)cc1C
    2.2, i, 0.3
- COc1ccc(OC)c(N(CC(=O)N2CCC(C)CC2)S(=O)(=O)c2ccccc2)c1
    31.0, i, ·
- CCOC(=O)c1cc(-c2cccs2)nc2c1c(C)nn2-c1ccccn1
    38.1, i, -1.3
- O=C(CNC(=O)c1ccccc1)NCC(=O)OCc1ccc(Cl)cc1
    4.2, i, -0.2
- CC(C)CNC(=O)COC(=O)c1ccc([N+](=O)[O-])cc1Cl
    35.1, i, ·

The list goes on, starting with the last two of the part before.
Each structure is followed by: OX1R antag, KCNQ2 inh, STK33 kinase inh
- O=C(CNC(=O)c1ccccc1)NCC(=O)OCc1ccc(Cl)cc1
    4.2, i, -0.2
- CC(C)CNC(=O)COC(=O)c1ccc([N+](=O)[O-])cc1Cl
    35.1, i, ·
- Cc1ccc(NCc2nnc(SCC(=O)Nc3cccc(O)c3)n2CC2CCCO2)c(C)c1 (stereo not given)
    30.0, i, -0.7
- O=C(Nc1ccccc1)C1CCN(C(=O)c2ccco2)CC1
    9.2, i, -1.0
- N#CCN1C(=O)C2CCCN2c2ccc(S(=O)(=O)N3CCOCC3)cc21 (stereo not given)
    20.3, i, -0.8
- Cc1cc(S(=O)(=O)N2CCOCC2)ccc1OCC(=O)Nc1cccc(C(F)(F)F)c1
    15.4, i, -0.8
- O=C(c1ccc(CSc2nc3ccncc3[nH]2)cc1)N1CCCCCC1
    12.3, i, -0.1
- CCCCNC(=O)CSc1nc2ccc(N3CCOCC3)cc2c(=O)n1CCc1ccccc1
    8.9, i, -0.6
- COc1ccc(NC(=S)N(CCN2CCOCC2)Cc2cc3cc4c(cc3[nH]c2=O)OCCO4)cc1
    11.7, i, -0.6
- COc1ccc(Sc2ccc(/C=C3\C(=O)NN(c4ccccc4)C3=O)o2)cc1
    4.3, i, -1.1
- Cc1ccc(C(=O)N/N=C/C2=Cc3ccccc3OC2C)cc1 (stereo not given)
    21.8, i, 0.6
- C=CCN(C(=O)c1csnn1)C(C(=O)NC1CCCC1)c1ccc(OC)cc1 (stereo not given)
    3.5, i, -0.6
- CCC(CC)COC(=O)C1=C(C)NC(=O)NC1c1ccc(OC)cc1 (stereo not given)
    12.8, i, -1.3
- Cc1ccc(C(=O)N2CCOCC2)cc1S(=O)(=O)N1CCCC1
    -1.2, i, -0.2
- COc1ccc(/C(C)=N/NC(=O)C(NC(=O)c2ccccc2)c2n[nH]c(=O)c3ccccc23)c(OC)c1 (stereo not given)
    11.3, i, -0.7
- Cc1cnc(NC(=O)c2cccs2)s1
    19.7, i, 22.5
- COc1cc(C(=O)NNC(=O)c2nn(C)c(=O)c3ccccc23)cc(OC)c1OC
    4.7, ·, 0.2
- O=C(NCCc1ccccc1)c1cccnc1N1CCCCCC1
    26.9, i, -0.1
- Cc1ccc(Br)cc1S(=O)(=O)N1CCN(c2ccccc2)CC1
    1.4, i, -1.1
- CC(=O)c1cccc(NC(=O)NCc2ccccn2)c1
    0.4, i, 0.8
- CCOc1cc(/C=C2/N=C(c3ccc4c(c3)OCO4)OC2=O)ccc1OC(C)=O
    8.5, ·, -0.2
- CCOC(=O)/C=C1\SCC(=O)N1CC(=O)Nc1ccccc1OC(F)F
    1.2, i, 12.1
- CCOc1ccc(NC(=S)Nc2ccccc2C2CC2)cc1
    3.3, i, -1.4
- O=C(CN1C(=O)C2CCCCC2C1=O)N1CCN(c2ccccc2)CC1 (stereo not given)
    7.2, i, -0.8
- Nc1cc(=O)nc(SCC(=O)Nc2ccccc2Cl)n1-c1ccccc1
    10.7, i, 3.4
- C(=N\Nc1ccc(-n2ccnc2)nn1)/c1ccccc1
    2.4, i, -0.3
- COc1ccc(C(=O)Nc2ccccc2C(=O)Nc2cccnc2)cc1
    10.6, i, 2.2
- C=CC[C@H]1CC(C)=C[C@H](CC=C)N1
    10.7, i, -3.5
- O=C(Cn1nc(C(F)(F)F)c2c1CCCC2)N1CCOCC1
    7.1, i, 0.2
- Cc1ccc(-n2nc(-c3ccc(N)cc3)cc2N)cc1
    3.6, i, -0.8
- O=C(Nc1ccccc1C(=O)N1CCOCC1)c1ccc([N+](=O)[O-])cc1
    47.3*, i, 0.4
- Cc1cnc(C(=O)Nc2ccc(S(=O)(=O)N(C(C)C)C(C)C)cc2)cn1
    8.8, i, -1.5
- CC(C)(C)NC(=O)NC(=O)CN1C(=O)NC(C)(c2ccccc2)C1=O (stereo not given)
    5.3, i, 0.3
- Cc1onc(-c2c(F)cccc2Cl)c1C(=O)N(Cc1ccccc1)C(C)C
    -3.5, i, 0.1
- Cc1ccccc1NC(=O)c1ccccn1
    12.5, i, -0.7
- CCN(CC)c1ccc2c(C)c(-c3ccc(N)cc3)c(=O)oc2c1
    19.5, i, -1.9
- CCOc1cc(CNCCO)cc(Br)c1OCc1ccc(Cl)cc1
    4.5, -8.06*, 0.1
- O=C(Nc1ccc2c(c1)OCCO2)c1ccoc1
    0.0, i, 1.5
- Cc1ccc(Oc2cc(NC(=O)CCCn3nc([N+](=O)[O-])cc3C)cc([N+](=O)[O-])c2)cc1
    20.5, i, -1.1
- COC(=O)c1ccc(/C=N/OCC(=O)NC2CCCC(C)C2C)cc1 (stereo not given)
    44.9, i, -0.4
- COCCNC(=O)C1CC(c2ccccc2[N+](=O)[O-])=NO1 (stereo not given)
    25.3, i, 0.1
- CC1CCCC(C)N1C(=O)CSc1nccc(=O)[nH]1 (stereo not given)
    15.7, i, -1.0
- COC(=O)Nc1ccc(S(=O)(=O)N2CCCCC2C(=O)O)cc1 (stereo not given)
    16.9, i, 1.2
- Cc1nc2sc(C(c3ccco3)N3CCC4(CC3)OCCO4)c(O)n2n1 (stereo not given)
    7.4, i, -1.0
- O=C(c1ccco1)N1CCN(c2ncnc3sc4c(c23)CCC4)CC1
    10.4, i, 1.9
- Cc1ccc(S(=O)(=O)Nc2cccc(C(=O)N3CCN(c4ccccc4O)CC3)c2)cc1F
    8.8, i, -1.6
- O=C(NCCc1ccccc1)C1CCCN(c2ncnc3c2nc2n3CCCCC2)C1 (stereo not given)
    23.9, i, 0.0
- COC(=O)CC1C(=O)NCCN1C(=O)Nc1ccc(Cl)cc1 (stereo not given)
    5.7, i, -1.5
- COC(=O)COc1cc(OCC(=O)OC)c2c(C)c(Cl)c(=O)oc2c1
    41.3, i, 1.6
- Cc1ccsc1C(=O)OCC(=O)NCCNC(=O)COC(=O)c1sccc1C
    21.7, i, -0.8
- Cc1ccccc1C(=O)NCCNc1ccc([N+](=O)[O-])cc1
    20.5, i, -2.1
- COc1ccc(OC)c(-c2csc(NC(=O)CN3C(=O)C4CCCCC4C3=O)n2)c1 (stereo not given)
    19.7, i, ·
- CCCc1ccc(C(=O)CCC(=O)O)cc1
    -0.5, i, -0.2
- O=C(CSCc1ccccc1Cl)Nc1ccc2c(c1)OCCO2
    9.0, i, -1.7
- CC1CN(C(=O)c2ccn(C)n2)CC(C)O1 (stereo not given)
    5.8, i, ·
- CC(=O)n1c2ccccc2c2nc(NC(C)C)sc21
    18.0, i, 3.8
- CC1=Nc2cc(C(=O)NCCCN3CCOCC3)ccc2Sc2c(C)ccc(C)c21
    3.5, i, 0.4
- COc1c(Br)cc(C(N)=O)cc1OCc1ccccc1
    10.3, i, -0.3
- O=C(N/N=C/c1c[nH]c2ccccc12)C1CC(=O)N(c2ccccc2)C1 (stereo not given)
    12.6, i, -1.9
- COc1cc(Cl)c(C)cc1NC(=O)CN1CCCCCC1
    -1.2, i, -1.4
- Cc1ccc(O)c(-c2cc(C(=O)Nc3cccnc3)[nH]n2)c1
    22.7, i, -0.5
- Cc1cccc(N(CC(=O)N=Nc2c(O)[nH]c3ccccc23)S(C)(=O)=O)c1C
    5.5, i, -1.6

Next part.
Each structure is followed by: OX1R antag, KCNQ2 inh, STK33 kinase inh
- COc1ccc2c(=O)c3c(=O)n(Cc4ccco4)c(C(C)C)nc3oc2c1
    12.6, i, -0.1
- O=C(NCCc1ccc(Cl)cc1)C1CC(=O)N(C2CCCCC2)C1 (stereo not given)
    14.2, i, -1.6
- Cc1ccc(-c2[nH]ncc2CNCCc2cnn(-c3ccccc3)c2)cc1C
    27.0, i, -0.5
- O=C(Nc1ccccc1C(=O)N1CCCCCC1)c1ccccc1Cl
    42.4, i, -2.5
- O=C(O)CCCCCNS(=O)(=O)c1c(Cl)cccc1Cl
    13.1, i, -1.7
- COCCCN1C(=O)c2ccc(C(=O)Nc3ccc(OC)cc3)cc2C1=O
    62.5, i, 0.1
- CC(=O)N1CCCc2cc(S(=O)(=O)N3CCCC(C(=O)N4CCN(c5ccccc5)CC4)C3)ccc21 (stereo not given)
    21.4, i, -0.2
- Cc1sc2ncnc(N3CCN(C(=O)c4ccco4)CC3)c2c1C
    17.6, i, 1.9
- O=C1CC(=O)N(c2ccccc2)N1c1ccccc1
    10.2, i, -2.1
- O=C(c1c(F)c(F)c(F)c(F)c1F)N1CCN(c2cccc(C(F)(F)F)c2)CC1
    18.7, i, 0.2
- CCOC(=O)C(=CNc1ncccc1C)C(=O)OCC
    13.7, i, 1.1
- O=C(NCc1ccccc1Cl)C1CCCN(S(=O)(=O)c2cccc3nonc23)C1 (stereo not given)
    11.9, i, -1.2
